Screening data from PubChem BioAssay.
ASAP1 inh = inhibitors of human ASAP1 ArfGAP activity, primary screen, biochemical, fluorescence polarization; Arf-GAP with SH3 domain, ANK repeat and PH domain-containing protein 1 (Homo sapiens), …; ASAP1-stimulated ARF1 GTP hydrolysis, GDP FP detection; inhibition, % at 16.5 µM; hit rate 0.19% among 360,000; in the data active means inhibition above about 25%;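 further: 0% = vehicle with enzyme and substrate and 100% = no enzyme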
Target sequence (Q9ULH1 325-724 limits assumed): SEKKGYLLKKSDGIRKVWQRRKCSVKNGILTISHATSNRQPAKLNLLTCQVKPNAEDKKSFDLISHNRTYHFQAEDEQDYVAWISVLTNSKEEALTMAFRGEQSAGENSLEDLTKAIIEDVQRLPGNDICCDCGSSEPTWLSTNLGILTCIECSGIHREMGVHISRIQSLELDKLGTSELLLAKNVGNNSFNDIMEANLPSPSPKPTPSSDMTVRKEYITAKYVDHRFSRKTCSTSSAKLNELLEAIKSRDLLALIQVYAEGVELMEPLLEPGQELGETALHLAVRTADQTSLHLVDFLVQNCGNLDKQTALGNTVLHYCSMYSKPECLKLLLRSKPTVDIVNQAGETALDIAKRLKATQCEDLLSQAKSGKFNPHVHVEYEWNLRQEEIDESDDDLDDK
Tn7 DDE FP = inhibitors of Tn7 peptide binding to fibrin DD(E), primary screen, biochemical, fluorescence polarization, human fibrin, Tn7 probe. Fibrinogen beta chain (Homo sapiens), P02675. FP displacement of FITC-Tn7 peptide from fibrin DD(E); 0% = median of compound wells per plate. inhibition, % at 8.3 µM. hit rate 0.13% among 370,000. AID 720508, 2013;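 active means inhibition above the mean of compounds falling within the control limits plus 3 SD of them, cut at about 14% in these data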;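 further: 0% = plate median of compound wells and 100% = 10 µM Aha-Tn7 peptide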
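system = human fibrin DD(E) protein | quantity = DD(E) 2 µM final | medium = Tris/NaCl/CaCl2 buffer, pH 7.8 | also added = labelled Tn7 tracer, 0.1 µM | compound dosing = single point at 8.3 µM | timing = compound with protein 10 min, then 3 h after probe, room temperature | signal = FP measurement | benchmarks = Aha-Tn7 high control | repeats = one replicate per compound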
ADAM17 inh = ADAM17 inhibitors, primary screen, biochemical, QFRET; Disintegrin and metalloproteinase domain-containing protein 17 (Homo sapiens), P78536; recombinant ADAM17, EDANS/DABCYL FRET peptide cleavage; inhibition, % at 6.95 µM; hit rate 0.83% among 370,000; AID 720648, 2013;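 active means inhibition above the mean of compounds lying between control limits plus 3 SD, set per campaign, cut at about 8.5% in these data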;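 further: 0% = DMSO-only wells as the low control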
ARFGAP1 inh = inhibitors of rat ARFGAP1 GAP activity, primary screen, biochemical, fluorescence polarization, GDP tracer; Arfgap1-stimulated ARF1 GTP hydrolysis, GDP FP detection; ADP-ribosylation factor GTPase-activating protein 1 (Rattus norvegicus), Q62848; hit rate 0.26% among 360,000; inhibition, % at 16.5 µM;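 active means inhibition above a per-plate limit, mean inhibition of low control wells plus 3 SD, cut at about 25% in these data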;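 further: 0% = DMSO wells with enzyme and 100% = wells lacking Arfgap1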
Target sequence (Q62848 1-136 limits assumed): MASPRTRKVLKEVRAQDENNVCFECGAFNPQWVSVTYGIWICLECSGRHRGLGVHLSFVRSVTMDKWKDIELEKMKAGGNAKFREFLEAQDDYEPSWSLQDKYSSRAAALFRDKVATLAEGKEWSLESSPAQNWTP
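System: truncated rat Arfgap1 GAP domain / Benchmarks: high control wells lacking Arfgap1, low control full reaction with DMSO / Times: compound-enzyme preincubation 20 min, reaction 120 min, detection 60 min, 25 °C / Repeats: one replicate per compound / Also added: human ARF1(Δ1-17)-GTP substrate / Measured by: Tracer-displacement fluorescence polarization with EDTA stop, 620/688 nm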
proKLK7 act = proKLK7 zymogen activators, primary screen, biochemical, fluorescence intensity; Kallikrein-7 (Homo sapiens), P49862; purified proKLK7, EDANS-DABCYL substrate fluorescence; 100% is mature enzyme control, 0% vehicle; activation, % at 7 µM; hit rate 0.9% among 370,000; AID 652039, 2013;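 active means activation above the mean of all tested compounds plus 3 SD, computed per campaign excluding outliers beyond control limits, cut at about 13% in these data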
UHRF1 binding = UHRF1 methylated DNA binding inhibitors, primary screen, counter-screen for MBD2 inhibitor project, biochemical, TR-FRET, human UHRF1, single concentration; hit rate 0.75% among 370,000; AID 687016, 2013; inhibition, % at 4.4 µM; UHRF1 binding to methylated oligo; E3 ubiquitin-protein ligase UHRF1 (Homo sapiens), Q96T88; in the data active means inhibition above about 21%;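 further: UHRF1 SRA domain binding a hemimethylated CpG hairpin DNA probe; 0% = median of test compound wells and 100% = reference inhibitor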
PLCg1 inh = PLC-gamma1 enzyme inhibitors, primary screen, biochemical, fluorescence, purified enzyme; fluorogenic substrate; inhibition, % at 12.2 µM; hit rate 0.84% among 370,000; in the data active means inhibition above about 9.5%
MBD2 inh = inhibitors of MBD2 binding to methylated DNA, primary screen, biochemical, TR-FRET, DNA-binding domain, human. Methyl-CpG-binding domain protein 2 (Homo sapiens), Q9UBB5. MBD2 binding to methylated oligonucleotide. inhibition, % at 4.4 µM. hit rate 0.31% among 370,000. AID 686964, 2013; in the data active means inhibition above about 13%
Target sequence (Q9UBB5 whole entry, looked up, the tested form may be a part): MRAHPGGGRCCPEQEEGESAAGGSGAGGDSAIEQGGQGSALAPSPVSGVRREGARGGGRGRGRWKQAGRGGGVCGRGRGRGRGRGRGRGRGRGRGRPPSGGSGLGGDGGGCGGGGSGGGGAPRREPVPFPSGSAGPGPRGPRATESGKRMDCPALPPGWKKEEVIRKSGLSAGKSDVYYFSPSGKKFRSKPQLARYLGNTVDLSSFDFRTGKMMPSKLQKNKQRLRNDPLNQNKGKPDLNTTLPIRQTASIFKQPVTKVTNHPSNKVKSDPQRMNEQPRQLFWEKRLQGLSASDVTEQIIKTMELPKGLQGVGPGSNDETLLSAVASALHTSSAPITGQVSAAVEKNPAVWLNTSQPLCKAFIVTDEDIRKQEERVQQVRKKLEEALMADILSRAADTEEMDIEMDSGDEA
PLCb3 inh = human PLC-beta3 inhibitors, primary screen, biochemical, fluorescence; Purified PLC-beta3, fluorogenic substrate; 1-phosphatidylinositol 4,5-bisphosphate phosphodiesterase beta-3 (Homo sapiens), Q01970; hit rate 0.18% among 370,000; inhibition, % at 12.2 µM; AID 720704, 2013; in the data active means inhibition above about 11%;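 further: 0% = median of compound wells on plate and 100% = full blocker control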
DDE Tn6 FP inh = inhibitors of Tn6 peptide binding to fibrin DD(E), primary screen, biochemical, fluorescence polarization, human fibrin, Tn6 probe | Fibrinogen beta chain (Homo sapiens), P02675 | Fibrin DD(E) TRITC-Tn6 fluorescence polarization displacement | inhibition, % at 8.3 µM | hit rate 0.21% among 370,000 | AID 720509, 2013;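 active means inhibition above a per-campaign cutoff: mean of compounds within control limits plus 3 SD, cut at about 15% in these data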;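 further: 0% = median of all compound wells on the plate and 100% = blocking peptide control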
* hit, by the source's call; · = not tested or not shown.

Each structure is followed by: ASAP1 inh	Tn7 DDE FP	ADAM17 inh	ARFGAP1 inh	proKLK7 act	UHRF1 binding	PLCg1 inh	MBD2 inh	PLCb3 inh	DDE Tn6 FP inh
CC(C)Oc1ccc(F)cc1-c1cc(C(=O)NCc2cc(C(F)(F)F)cc(C(F)(F)F)c2)[nH]n1
→ 4	-2	-1	-3	-0.4	-3	-3	-4	0	0
CCCOc1ccc(/C(O)=C2/C(=O)C(=O)N(CCCn3ccnc3)C2c2cccs2)cc1 (configuration not stated)
→ -8	4	0	-3	0.0	-3	-5	0	-2	-1
CC(=O)C1=C(O)C(=O)N(c2cccc(C(=O)O)c2)C1c1ccccc1F (configuration not stated)
→ 6	-1	-8	3	-0.1	0	-9	-1	-14	-7
COc1ccc(-c2csc(/C(C#N)=C/Nc3cc4oc5ccccc5c4cc3OC)n2)cc1
→ 1	0	-7	4	0.5	3	-1	4	-1	4
Cc1cc(NCc2cccnc2)nc(N)n1
→ 8	-7	-3	16	0.3	-1	-2	-7	-2	-8
O=C1N(Cc2cccc(Cl)c2)C[C@@H]2C[C@@H](c3ccccn3)N3CCC[C@@]123
→ -9	-7	1	12	-0.3	-3	-3	1	-11	4
Cc1ccc(C)c(N(CC(=O)NCCC2=CCCCC2)S(C)(=O)=O)c1
→ 7	0	-2	1	0.8	0	0	4	4	4
C=CCn1c(COc2ccc(CC)cc2)nnc1SC/C(O)=C(\C#N)c1nc2ccccc2[nH]1
→ -3	1	-10	-4	-0.9	-4	-36	0	-48	-9
Cc1ccccc1NC(=S)NCCC(c1ccccc1)c1ccccc1
→ 6	-5	16*	5	1.0	4	10*	4	2	-3
COc1ccc(-n2c(SCC(=O)NCC3CCCO3)nc3c([nH]c4ccccc43)c2=O)cc1OC (configuration not stated)
→ -11	8	-6	-1	-3.0	-2	-10	0	-24	-8
Cc1cccc(Oc2ccccc2NC(=O)CN2C(=O)NC3(CCCC3)C2=O)c1
→ 1	-2	1	-6	0.5	-2	1	-6	2	2
O=C(Nc1ccc2c(c1)OCO2)c1cccc(S(=O)(=O)N2CCOCC2)c1
→ 1	-2	-2	10	-0.1	0	4	-6	-7	1
CCCCN(CC)c1nc(N)c2c(N)nc(OCC)cc2c1C#N
→ 4	-9	-33	14	-0.8	38*	-285	-4	-358	-5
O=C(COC(=O)CCC1CCCC1)Nc1cc(S(=O)(=O)N2CCOCC2)ccc1Cl
→ 5	2	2	-13	-0.1	0	-1	-1	-4	-6
Cn1c(=O)c2c(ncn2CC(=O)N2CCN(c3ccccc3F)CC2)n(C)c1=O
→ 8	-7	0	-1	0.0	2	4	2	10	0
Cc1ccc(C(=O)NC(=S)Nc2ccc(N3CCOCC3)cc2)cc1C
→ 12	-12	2	-7	-0.6	2	7	0	2	-2
C#Cc1ccc([C@@H]2C=C(C(=O)NCc3ccccc3)O[C@H](OCCCCO)C2)cc1
→ 7	4	-3	-4	0.0	0	-18	0	-29	-15
COc1ccc(OC)c(CN2CCCC(C(=O)N3CCCCC3)C2)c1 (configuration not stated)
→ 5	8	-1	6	0.1	1	1	0	5	3
COc1cccc(/C=N/NC(=O)C[n+]2ccccc2)c1OC
→ 3	-8	2	4	0.6	3	2	2	2	-2
CO/N=C(/COc1ccc(F)cc1)c1ccc(OC)cc1
→ 5	-1	2	11	-0.1	-1	0	-5	-2	5
COc1cccc(CNC(=O)[C@H]2CCCN2C(=O)C2CCCN2C(=O)c2ccc(OC)c(F)c2)c1 (some centres not stated)
→ -2	-6	-4	-5	-0.2	4	1	3	-4	-2
Cc1ccc(/C=N/N2CCN(c3ccccn3)CC2)o1
→ 6	0	1	5	0.5	3	1	-2	-6	6
CC(C)C(C(=O)NC1CCCCC1)N(CC1CCCO1)C(=O)CNS(=O)(=O)c1ccc(F)cc1 (configuration not stated)
→ -10	-6	3	7	0.3	5	7	0	6	-3
COc1cc(NC(=S)NC2CC2)c(OC)cc1Cl
→ 12	4	-3	10	0.0	2	-2	2	-3	-1
COC(CNC(=O)c1cccc(-n2c(=S)[nH]c3cc(Cl)ccc3c2=O)c1)OC
→ 8	3	-6	11	0.1	8	-2	8	-8	-2
COc1cccc(OC)c1C(=O)NCCNc1nc2cc(C)cc(C)c2cc1C#N
→ 0	9	-40	-6	-3.6	-2	-16	0	-26	-2
COc1ccc(C2c3cc(OC)c(OC)cc3CCN2C(=O)c2ccccc2)cc1OC (configuration not stated)
→ 0	-2	-2	0	0.7	0	4	2	-3	-7
CCOC(=O)C1CCN(C(c2ccccn2)c2c(C)[nH]c3ccccc23)CC1 (configuration not stated)
→ 18	2	0	-1	1.1	1	2	-2	-1	6
Cc1ccc(C(=O)N2CCN(Cc3ccc4c(c3)OCO4)CC2)cc1S(=O)(=O)N1CCOCC1
→ 1	2	-4	1	1.1	1	1	-4	-2	-2
COc1ccc(/C=C/C(=O)c2ccccc2)c(OC)c1
→ -14	-1	1	9	0.7	1	-14	2	-19	-3

Single records, from the list above. Order of values: ASAP1 inh, Tn7 DDE FP, ADAM17 inh, ARFGAP1 inh, proKLK7 act, UHRF1 binding, PLCg1 inh, MBD2 inh, PLCb3 inh, DDE Tn6 FP inh
Shown for COc1cccc(/C=N/NC(=O)C[n+]2ccccc2)c1OC → 3, -8, 2, 4, 0.6, 3, 2, 2, 2, -2
Shown for C#Cc1ccc([C@@H]2C=C(C(=O)NCc3ccccc3)O[C@H](OCCCCO)C2)cc1 → 7, 4, -3, -4, 0.0, 0, -18, 0, -29, -15
Shown for CO/N=C(/COc1ccc(F)cc1)c1ccc(OC)cc1 → 5, -1, 2, 11, -0.1, -1, 0, -5, -2, 5

Next part:
Each structure is followed by: ASAP1 inh	Tn7 DDE FP	ADAM17 inh	ARFGAP1 inh	proKLK7 act	UHRF1 binding	PLCg1 inh	MBD2 inh	PLCb3 inh	DDE Tn6 FP inh
CNC(=O)c1cccc(NC(=O)C(C)c2ccc3cc(OC)ccc3c2)c1 (configuration not stated)
→ 2	-10	2	7	-0.6	-1	-1	3	-7	-10
Cn1c(Cc2cccs2)nnc1SCC(=O)Nc1ccc2c(c1)OCO2
→ ·	-4	0	·	0.1	2	-2	0	3	9
OCCN1CCN(CC/C=C2/c3ccccc3CSc3ccccc32)CC1
→ 8	-5	-3	5	-0.2	-1	2	-1	-2	-3
O=C1N(Cc2ccc3c(c2)OCO3)c2ccccc2C1(O)c1c[nH]c2ccccc12 (configuration not stated)
→ -3	0	0	-9	0.2	2	1	-5	0	-12
O=C(CS(=O)CC(=O)N(CC(=O)NC1CCCC1)C1CCCCC1)Nc1ccc(F)cc1 (configuration not stated)
→ 5	-4	-2	-10	0.3	-3	1	0	4	-6
C/C(=N\NC(=O)c1cc(-c2ccc(O)cc2)nc2ccccc12)c1cccnc1
→ -6	-7	-2	1	0.2	-4	-9	-2	-19	-11
Cc1c(C(=O)N2CCN(S(C)(=O)=O)CC2)oc2ccccc12
→ -5	3	-4	-4	-0.1	8	0	0	0	8
Cc1nc2ccc([N+](=O)[O-])cc2nc1C
→ 4	4	-6	-14	0.8	-1	-2	-8	-9	5
CCCC(=O)Nc1ccccc1NC(=O)C1CCCCC1
→ 5	0	-1	5	-0.1	4	5	-2	3	0
O=[N+]([O-])c1ccccc1Nc1cccc(F)c1
→ 3	-3	-2	6	0.1	0	4	3	2	0
CC(=O)c1cccc(N(C(=O)CNC(=O)c2ccco2)C(C(=O)NC2CCCC2)c2ccncc2)c1 (configuration not stated)
→ -10	-8	-1	2	0.6	-1	3	-3	0	-2
O=C(c1ccc(Cl)c([N+](=O)[O-])c1)N(c1ccccn1)c1ccccn1
→ -7	-5	0	1	-0.1	1	3	2	5	4
COc1ccc(S(=O)(=O)N2CCCC2C(=O)Nc2nnc(-c3cccnc3)s2)cc1 (configuration not stated)
→ 3	-3	-14	-3	-0.6	-7	-1	1	-4	7
C/C(=N\Nc1cccc(C(F)(F)F)c1)c1ccc(O)cc1
→ 7	-5	-7	4	-0.1	-2	-7	3	-10	-11
Cn1c(=O)c2ccccc2n(Cc2ccccc2Cl)c1=O
→ -4	-1	1	0	0.6	0	3	0	-6	6
O=C(O)c1cc(S(=O)(=O)Nc2ccccc2C(=O)O)ccc1O
→ -5	3	-5	11	0.9	0	-2	-6	-6	8
CCN(CC)CCN(C(=O)Cn1nnc(-c2ccc(OC)c(OC)c2)n1)C(C(=O)NC1CCCC1)c1ccc(F)cc1 (configuration not stated)
→ -19	-9	-3	3	0.2	-1	1	2	4	4
COc1cccc(/C=C/C(=O)OCC(=O)c2cc(C)n(CC3CCCO3)c2C)c1OC (configuration not stated)
→ 2	0	-2	-3	-0.1	2	-11	5	-10	-7
